Compound activity (PubChem BioAssay)
HepG2 viability: HepG2 cytotoxicity, counter-screen for TGF-b inhibitors; Potency, µM (titrated, usually from 46.1 µM), for the others: at the highest dose activity change, negative = cytotoxicity, most hits filed as cytotoxic; AID 588856; HepG2 CAGA-GFP viability, ATP luminescence, 18 h; 0.76% of 410,000 active; also: potency is read from the fitted curve at half-maximal effect; some results filed as inactive show a strong effect at the top dose
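CellTiter-Glo luminescence gave cytotoxicity after 18 hours at 37 degrees C. The cells were HepG2 CAGA-GFP in 1% FBS DMEM, stimulated with 500 pg/mL TGF-beta after compound addition. %Activity was normalised to no-cell wells (complete cell-killing) and DMSO (no toxicity), and curves were fitted and classified.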
A549 tox: kills or reduces viability of A549 cells in Nrf2 counter-screen; A549 ARE-Fluc cells, CellTiter-Fluor viability, 18-24 h; Potency, µM (titrated, usually from 46 µM), for inactives: at the top dose activity change, negative = cytotoxicity, usual class: inhibitors; 0.16% of 390,000 active; also: potency is read from the fitted curve at half-maximal effect; % is scaled to controls: 0 for no effect and ±100 for the full control effect
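A549 ARE_Fluc cells in 5% FBS OPTI-MEM were exposed to compounds in concentration-response for 18-24 h at 37 deg C. Viability was read by CellTiter-Fluor fluorescence (Ex 405/Em 525) after 30 min, before the luciferase read.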
Nrf2 activator: activators of Nrf2 (ARE) signaling. AREc32 ARE-luciferase reporter (MCF7-derived line), luminescence, 24 h. Potency, µM (highest dose often 46.1 µM), inactives show at the highest dose activation, usual class: activators. 0.31% of 410,000 active. AID 624171; also: potency is read from the fitted curve at half-maximal effect; % of control where 0% means no effect; nearly all actives have a fitted effect of over 65% in size
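ARE activation measured as luciferase luminescence (Steady-Glo, 30 min RT) in AREc32_Fluc cells after 24 hr compound exposure at 37 deg C, 5% CO2; cells seeded overnight at 1000/well in OPTI-MEM, 5% FBS.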
S2 tox: reduces viability in counter-screen for ATXN expression inhibitors; Potency, µM (titrated, usually from 56.7 µM), hits mostly cytotoxic; S2 cells (HEK-293 line with an ATXN2-luciferase reporter) viability, CellTiter-Fluor protease fluorescence, 24 h; 0.49% of 400,000 active; also: potency is read from the fitted curve at half-maximal effect; nearly all actives have a fitted effect of over 40% in size
CCT chaperon mod: modulators of cytosolic chaperonin (CCT/TRiC) activity. purified chaperonin ATPase assay, HTRF ADP detection, 30 min. activity change, % (no concentration beside the values), hits read low. 0.3% of 360,000 active; in the data active = activity change below about -30%; also: % is scaled to controls: 0 for no effect and ±100 for the full control effect
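ATPase activity: ADP formed was measured by HTRF Transcreener (665/615 nm ratio) after 30 min at 37 deg C with 10 uM ATP. Compounds screened at one 76 uM concentration against 40 or 20 nM TRiC in Tris pH 7.4/KCl/MgCl2/DTT buffer.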
Nrf2 inh: inhibitors of Nrf2 signaling. A549 ARE-Fluc reporter, luciferase luminescence, 18-24 h. Potency, µM (titrated, usually from 46 µM), for inactives: top-dose activity change, negative = inhibition, usual class: inhibitors. 2.1% of 360,000 active. AID 504444; also: potency is read from the fitted curve at half-maximal effect; % is scaled to controls: 0 for no effect and ±100 for the full control effect; nearly all actives have a fitted effect of over 60% in size
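Two sequential reads on A549 ARE_Fluc cells exposed to compound for 18-24 h: a CellTiter-Fluor fluorescence read for viability, then a luciferase luminescence read for Nrf2/ARE activity.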
Akt phos inh: Akt phosphorylation inhibition. 0.32% of 360,000 active. AID 651550. Neuro2A IGF-stimulated pAkt S473 HTRF, 20 min; hits give low values. activity change, % for hits at 50 µM; in the data active = activity change below about -80%; inconclusive = mostly about -51% to -80%; also: % is scaled to controls: 0 for no effect and ±100 for the full control effect
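Neuro2A cells in DMEM with 0.5% FBS, overnight at 37 deg C, given compound at single 50 µM final, then IGF (6 nM final) for 20 min at 37 deg C. Lysed; phospho-Akt Ser473 by HTRF after 24 h, 665/615 ratio.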
MmCpn inh: M. maripaludis TRiC chaperonin inhibition. 0.031% of 330,000 active. purified Mm-Cpn ATPase, ADP Transcreener TR-FRET. Potency, µM (titrated, usually from 76.9 µM), without a hit: at the top dose activity, negative = inhibition, actives largely listed as inhibitors. AID 504842; also: potency is read from the fitted curve at half-maximal effect; % is scaled to controls: 0 for no effect and ±100 for the full control effect; nearly all actives have a fitted effect of over 80% in size
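25 nM Mm-CPN + cpd, 10 min 37°C; + 10 uM ATP, 30 min 37°C; buffer 30 mM Tris pH 7.4, 100 mM KCl, 5 mM MgCl2, 1 mM DTT; Transcreener ADP HTRF detection 30 min RT.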
TGFb inhibitor: TGF-b pathway inhibition; HepG2 CAGA-GFP TGF-b/SMAD3 reporter, GFP fluorescence, 18 h; TGF-beta stimulated, 500 pg/mL final; 1.2% of 410,000 active; AID 588855; Potency, µM (titrated, usually from 46.1 µM), for the others: top-dose activity, negative = inhibition, usual class: inhibitors; also: potency is read from the fitted curve at half-maximal effect; % is scaled to controls: 0 for no effect and ±100 for the full control effect; nearly all actives have a fitted effect of over 65% in size
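HEPG2 CAGA-GFP cells (1000/well, DMEM with 1% FBS) were pre-incubated 2 h at 37 degrees C, given compound by pin tool, then stimulated with TGF-beta at 500 pg/mL final for 18 h before per-cell GFP fluorescence imaging.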
* hit, by the source's call. Unless noted, calls follow the shape of the dose curve; as a rule, active = well fitted curve in the direction sought with a large enough effect; inconclusive = small, poorly fitted or top-dose-only effect, or another doubt; inactive = no such curve, though single readings can be large; an effect the other way counts as inactive or inconclusive.

How did CC(=O)Nc1cc(-c2ccc(F)cc2)cn2c(-c3ccc(S(C)(=O)=O)cc3)cnc12 do in these assays?
HepG2 viability: 4.7%; Nrf2 activator: 9.1%; S2 tox: inactive; CCT chaperon mod: 1.0; Akt phos inh: inactive; TGFb inhibitor: 4.3%

What do the screens show for `Cn1c(=O)c2c(nc(NCc3ccccc3)n2Cc2ccccc2Cl)n(C)c1=O`?
HepG2 viability: 20.4%; A549 tox: -2.6%; Nrf2 activator: -0.8%; S2 tox: inactive; Nrf2 inh: -1.2%; TGFb inhibitor: 2.2%

What do the screens show for `C#CCN(C[C@@H]1[C@@H](OC(=O)NCc2ccc(OC)c(OC)c2)[C@@H](OC(=O)NCc2ccc(OC)c(OC)c2)Cn2c(=O)ccc(=O)n21)S(=O)(=O)c1ccc(C)cc1`?
HepG2 viability: -22.8%; Nrf2 activator: -3.6%; S2 tox: 20µM*; CCT chaperon mod: -0.9; Akt phos inh: inactive; TGFb inhibitor: inconclusive

What do the screens show for `Cn1c(-c2ccccc2)cnc1SCC(=O)N1CCCc2ccccc21`?
HepG2 viability: 10.3%; A549 tox: 3.2%; Nrf2 activator: 0.2%; S2 tox: inactive; CCT chaperon mod: -1.3; Nrf2 inh: -6.3%; Akt phos inh: inactive; MmCpn inh: 1.7%; TGFb inhibitor: 10.1%

How did O=C(CN(c1ccccc1)S(=O)(=O)c1ccccc1)N1CCOCC1 do in these assays?
HepG2 viability: -15.2%; A549 tox: 0.5%; Nrf2 activator: 1.6%; S2 tox: inactive; CCT chaperon mod: -2.2; Nrf2 inh: 12.8%; Akt phos inh: inactive; MmCpn inh: 0.3%; TGFb inhibitor: 1.6%

Results for Cc1cccc2c1N(C(=O)c1ccco1)C(C)(C)c1ssc(=S)c1-2 ?
HepG2 viability: -6.7%; A549 tox: -7.2%; Nrf2 activator: -1.0%; S2 tox: inactive; CCT chaperon mod: 0.3; Nrf2 inh: 2.1%; Akt phos inh: inactive; MmCpn inh: -0.9%; TGFb inhibitor: -3.4%

What do the screens show for `Cc1cc(/C=C(\C#N)C(=O)NCc2ccco2)c(C)n1-c1cccnc1`?
HepG2 viability: 2.0%; A549 tox: 5.2%; Nrf2 activator: 4.1%; S2 tox: inactive; CCT chaperon mod: 1.8; Nrf2 inh: inconclusive; Akt phos inh: inactive; MmCpn inh: 2.8%; TGFb inhibitor: 13.8%

How did CCCCN(C(=O)c1cc(CN2C(=O)c3ccccc3C2=O)ccc1OC)c1c(N)n(CC(C)C)c(=O)[nH]c1=O do in these assays?
HepG2 viability: 2.5%; A549 tox: -0.7%; Nrf2 activator: -0.5%; S2 tox: inactive; CCT chaperon mod: -83.7*; Nrf2 inh: -21.8%; Akt phos inh: inactive; TGFb inhibitor: -15.5%

Results for CC1SC(c2ccc(F)cc2)NC1=O (stereo not drawn) ?
HepG2 viability: -16.7%; A549 tox: 1.0%; Nrf2 activator: -0.8%; S2 tox: inactive; CCT chaperon mod: -2.2; Nrf2 inh: -8.4%; Akt phos inh: inactive; MmCpn inh: 3.5%; TGFb inhibitor: -0.8%

How did CCn1c(SCc2nc(-c3ccc(OC)c(OC)c3)no2)nnc1-c1cccs1 do in these assays?
HepG2 viability: -11.3%; A549 tox: -14.2%; Nrf2 activator: 4.1%; S2 tox: inactive; CCT chaperon mod: -6.4; Nrf2 inh: 20.6µM*; Akt phos inh: inactive; MmCpn inh: -0.6%; TGFb inhibitor: -0.1%

How did Cc1ccc(C)c(CN2C(=O)CSc3ccc(C(=O)N4CCCC4)cc32)c1 do in these assays?
HepG2 viability: -27.7%; A549 tox: -14.8%; Nrf2 activator: 1.7%; S2 tox: inconclusive; CCT chaperon mod: -2.0; Nrf2 inh: -6.2%; Akt phos inh: inactive; MmCpn inh: -4.3%; TGFb inhibitor: -27.0%

Results for CCOc1ccccc1NC(=O)c1cnn2c(C(F)F)cc(-c3ccccc3)nc12 ?
HepG2 viability: -27.0%; A549 tox: -7.6%; Nrf2 activator: 0.1%; S2 tox: inactive; Nrf2 inh: -18.7%; TGFb inhibitor: 0.0%

What do the screens show for `O=S(Cc1cc(Sc2ccccc2)nc(-c2ccccc2)n1)c1ccccc1` (stereo not drawn)?
HepG2 viability: -0.1%; A549 tox: -1.7%; Nrf2 activator: 0.0%; S2 tox: inactive; CCT chaperon mod: 0.1; Akt phos inh: inactive; MmCpn inh: 2.0%; TGFb inhibitor: 9.0%

Results for Cc1nnsc1C(=O)Nc1cccc(Cl)c1Cl ?
HepG2 viability: 6.8%; A549 tox: -3.5%; Nrf2 activator: 0.5%; S2 tox: inactive; CCT chaperon mod: -1.3; Nrf2 inh: 24.1%; Akt phos inh: inactive; MmCpn inh: -2.1%; TGFb inhibitor: 13.4%

How did CCC1CCC2(CC1)NC(=O)N(CC(=O)Nc1cccc(S(=O)(=O)N(C)c3ccccc3)c1)C2=O (stereo not drawn) do in these assays?
HepG2 viability: -13.7%; A549 tox: -1.3%; Nrf2 activator: 2.4%; S2 tox: inconclusive; CCT chaperon mod: 2.2; Nrf2 inh: 16.4µM*; Akt phos inh: inactive; MmCpn inh: -0.2%; TGFb inhibitor: inconclusive

How did COc1ccccc1NC(=O)C(=O)N/N=C/c1ccc([N+](=O)[O-])s1 do in these assays?
HepG2 viability: -6.8%; A549 tox: -0.7%; Nrf2 activator: 6.3%; S2 tox: inactive; CCT chaperon mod: -1.3; Nrf2 inh: -15.4%; Akt phos inh: inactive; MmCpn inh: 3.7%; TGFb inhibitor: -0.3%

What do the screens show for `CN1CCN(C(=O)c2c(O)c3cccc4c3n(c2=O)CC4)CC1`?
HepG2 viability: 2.0%; A549 tox: -0.1%; Nrf2 activator: -0.2%; S2 tox: inactive; CCT chaperon mod: -2.4; Nrf2 inh: 1.4%; Akt phos inh: inactive; MmCpn inh: 0.1%; TGFb inhibitor: -3.0%

What do the screens show for `COc1ccccc1CN1C(=O)CCC1(C)C(=O)NCc1cccnc1` (stereo not drawn)?
HepG2 viability: 0.9%; A549 tox: -3.8%; Nrf2 activator: -0.1%; S2 tox: inconclusive; CCT chaperon mod: -5.7; Nrf2 inh: 10.1%; Akt phos inh: inactive; MmCpn inh: 0.0%; TGFb inhibitor: inconclusive

How did C#CCNC(=O)C1=C[C@@H](C2CCCCC2)C[C@@H](OCc2ccc(CO)cc2)O1 do in these assays?
HepG2 viability: 4.1%; A549 tox: -1.4%; Nrf2 activator: 3.6%; S2 tox: inactive; CCT chaperon mod: -0.1; Nrf2 inh: -0.8%; Akt phos inh: inactive; TGFb inhibitor: 11.9%

Results for COc1ccc(S(=O)(=O)Nc2ccc3c(c2)C(=O)N([C@H](C)CO)C[C@@H](C)[C@@H](CN(C)S(=O)(=O)c2ccc(Cl)cc2)O3)cc1 ?
HepG2 viability: -24.8%; A549 tox: -15.0%; Nrf2 activator: 7.5%; S2 tox: inconclusive; CCT chaperon mod: -1.3; Nrf2 inh: -22.8%; Akt phos inh: inactive; MmCpn inh: 1.7%; TGFb inhibitor: inconclusive

Results for COc1ccccc1NC(=O)c1csc(-n2nc(C)cc2C(F)(F)F)n1 ?
HepG2 viability: -16.3%; A549 tox: 2.0%; Nrf2 activator: -0.8%; CCT chaperon mod: 0.9; Nrf2 inh: -8.1%; MmCpn inh: 0.8%; TGFb inhibitor: -19.2%

How did CCC(C(=O)O)n1nc(-c2ccccc2)c2cc(Cl)ccc21 (stereo not drawn) do in these assays?
HepG2 viability: -18.2%; A549 tox: -1.6%; Nrf2 activator: 0.2%; S2 tox: inactive; CCT chaperon mod: -4.7; Nrf2 inh: inconclusive; Akt phos inh: inactive; MmCpn inh: -1.0%; TGFb inhibitor: -3.3%

How did CC(C)CNC(=O)CC1Nc2ccccc2NC1=O (stereo not drawn) do in these assays?
HepG2 viability: 0.3%; A549 tox: -0.9%; Nrf2 activator: 1.6%; S2 tox: inconclusive; CCT chaperon mod: -2.6; Nrf2 inh: -12.4%; Akt phos inh: inactive; MmCpn inh: -0.6%; TGFb inhibitor: 12.7%

What do the screens show for `Cc1sc2ncn(CC(=O)N3CCN(c4ccccc4)CC3)c(=O)c2c1S(=O)(=O)N1CCOCC1`?
HepG2 viability: -9.0%; A549 tox: 0.3%; Nrf2 activator: -0.5%; S2 tox: inactive; CCT chaperon mod: -3.6; Nrf2 inh: -4.4%; Akt phos inh: inactive; MmCpn inh: -0.2%; TGFb inhibitor: 0.6%

Results for CC(C)C[C@@H]1CC2=C(C(=O)OC(C)(C)O2)[C@H](CCc2ccccc2)O1 ?
Nrf2 activator: 1.4%; S2 tox: inactive; CCT chaperon mod: 0.4; Akt phos inh: inactive

How did O=C(O)CCNC(=O)c1ccc(Br)o1 do in these assays?
HepG2 viability: -4.7%; A549 tox: -1.0%; Nrf2 activator: 0.1%; S2 tox: inactive; CCT chaperon mod: -0.7; Akt phos inh: inactive; MmCpn inh: 3.1%; TGFb inhibitor: -10.8%

Results for CCN(CC)c1ccc(NC(=O)CN2CCN(c3ccccn3)CC2)cc1 ?
HepG2 viability: -4.1%; A549 tox: -0.6%; Nrf2 activator: -0.5%; S2 tox: inactive; CCT chaperon mod: -1.7; Nrf2 inh: -12.4%; Akt phos inh: inactive; MmCpn inh: -1.5%; TGFb inhibitor: -16.9%
